AmpC detergent – AmpC beta-lactamase inhibition with detergent present; Potency, µM (series often up to 114 µM), for inactives: top-dose activity change, negative = inhibition, usual class: inhibitors; AmpC hydrolysis of nitrocefin, absorbance 480 nm, 0.01% Triton; P00811; 0.041% of 370,000 active;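 further: potency means the concentration at half of the fitted maximal effect; 0% = no-compound wells and -100% = no-enzyme wells; nearly all actives have a fitted effect of over 25% in size; some results filed as inactive show a strong effect at the top dose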
Target sequence (P00811 whole entry, looked up): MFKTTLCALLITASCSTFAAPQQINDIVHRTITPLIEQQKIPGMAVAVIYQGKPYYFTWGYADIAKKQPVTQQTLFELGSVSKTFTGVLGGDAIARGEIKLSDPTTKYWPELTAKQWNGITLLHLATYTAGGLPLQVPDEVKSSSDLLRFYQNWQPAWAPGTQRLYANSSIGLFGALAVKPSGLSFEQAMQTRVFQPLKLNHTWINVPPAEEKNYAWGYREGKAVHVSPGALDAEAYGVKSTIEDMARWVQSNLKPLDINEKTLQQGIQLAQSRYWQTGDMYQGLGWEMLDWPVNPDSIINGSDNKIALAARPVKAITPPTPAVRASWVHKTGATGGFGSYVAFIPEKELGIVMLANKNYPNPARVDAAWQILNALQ
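AmpC (5.3 nM in the dispensed reagent) in 20 mM phosphate pH 7.0 with 0.01% (detergent screen) or 0.0001% Triton X-100 was preincubated with compounds for 15 min at room temperature. Nitrocefin was then added from an 800 uM solution, and hydrolysis was followed at 480 nm.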
AmpC no deterg – AmpC beta-lactamase inhibition without detergent; P00811; AmpC nitrocefin hydrolysis, absorbance 480 nm, 0.0001% Triton; Potency, µM (top dose mostly 57.1 µM), for inactives: at the top dose activity change, negative = inhibition, actives largely listed as inhibitors; 0.52% of 330,000 active;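 further: potency means the concentration at half of the fitted maximal effect; plate controls were no compound for no effect and no enzyme for full effect; nearly all actives have a fitted effect of over 20% in size; some results filed as inactive show a strong effect at the top dose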
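AmpC (5.3 nM in the dispensed reagent) in 20 mM phosphate pH 7.0 with 0.01% (detergent screen) or 0.0001% Triton X-100 was preincubated with compounds for 15 min at room temperature. Nitrocefin was then added from an 800 uM solution, and hydrolysis was followed at 480 nm.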
HCMV antiviral – blocks human cytomegalovirus replication; 4.5% of 410,000 active; activity change, negative = inhibition, % at 57.5 µM; HFF cells, HCMV-luciferase reporter, 72 h; hits give low values; in the data active means activity change below about -60%; inconclusive means no clear call, values can overlap the other calls; inactive means above about -39%
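Inhibition of viral replication was scored as loss of reporter luminescence in HFFs infected with HCMV-luciferase (MOI 1 PFU/cell) for 72 h; compounds tested at 2 doses, normalized to buffer and Salinomycin controls.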
Sm TGR block – S. mansoni TGR enzyme inhibition; purified TGR, DTNB reduction, TNB absorbance 405 nm; Potency, µM (series often up to 114 µM), without a hit: at the highest dose activity change, negative = inhibition, hits mostly inhibitors; Q962Y6; 3% of 360,000 active; further: potency means the concentration at half of the fitted maximal effect; nearly all actives have a fitted effect of over 60% in size
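TGR 20 nM + NADPH 100 uM (dispensed conc.), cpd preinc 15 min RT; start with NADPH (500 uM addition) then DTNB (15 mM addition). Kinetic TNB absorbance, 405 nm filter. Four-parameter Hill fit across titration.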
LmPK inhibitor – blocks Leishmania mexicana pyruvate kinase activity; 0.37% of 290,000 active; purified LmPK, Kinase-Glo ATP luminescence, 1 h; Potency, µM (doses to about 57.5 µM), inactives show at the top dose activity change, negative = inhibition, actives largely listed as inhibitors; Q27686; further: potency means the concentration at half of the fitted maximal effect
Target sequence (Q27686 whole entry, looked up): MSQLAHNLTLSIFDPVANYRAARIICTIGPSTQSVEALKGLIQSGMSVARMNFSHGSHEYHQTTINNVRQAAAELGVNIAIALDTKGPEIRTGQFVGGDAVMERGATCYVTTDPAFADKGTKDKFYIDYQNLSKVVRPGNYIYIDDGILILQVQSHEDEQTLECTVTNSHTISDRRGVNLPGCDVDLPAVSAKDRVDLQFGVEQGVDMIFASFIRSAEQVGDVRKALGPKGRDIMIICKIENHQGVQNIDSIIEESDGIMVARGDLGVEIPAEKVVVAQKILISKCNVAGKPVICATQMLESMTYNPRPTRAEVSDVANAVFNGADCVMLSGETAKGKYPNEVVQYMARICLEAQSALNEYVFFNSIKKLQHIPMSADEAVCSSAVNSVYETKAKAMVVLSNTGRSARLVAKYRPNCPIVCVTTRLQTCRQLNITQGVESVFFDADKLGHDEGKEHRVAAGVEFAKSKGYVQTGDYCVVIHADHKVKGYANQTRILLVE
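0.1 nM LmPK, 0.5 mM PEP, 0.1 mM ADP; 50 mM imidazole pH 7.2, 7 mM MgCl2, 50 mM KCl; 1 h RT. Kinase-Glo luminescence readout, normalized to no-enzyme (full inhibition) and uninhibited wells.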
Tb PYK inh – inhibitors of Trypanosoma brucei pyruvate kinase; TbPYK enzyme, Kinase-Glo Plus ATP luminescence, 45 min; Potency, µM (highest dose often 76.8 µM), for inactives: at the highest dose activity, negative = inhibition, usual class: inhibitors; 0.12% of 410,000 active; AID 624173; further: potency means the concentration at half of the fitted maximal effect; nearly all actives have a fitted effect of over 50% in size
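Screened from lowest to highest concentration, compounds were pinned into TbPYK/substrate mixtures, and ADP (130 uM final) was added. Plates sat at room temperature for 45 min prior to Kinase-Glo Plus detection by luminescence.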
AMA1-RON2 inh – AMA1-RON2 (P. falciparum) interaction inhibition | AlphaScreen AMA1-biotinylated RON2 peptide binding | Potency, µM (series often up to 58.2 µM), for the others: at the top dose activity change, negative = inhibition, usual class: inhibitors | 0.2% of 360,000 active;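 further: potency means the concentration at half of the fitted maximal effect; 0% = vehicle wells and -100% = peptide control; nearly all actives have a fitted effect of over 45% in size; some results filed as inactive show a strong effect at the top dose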
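AMA1 (3D7) with his tag at 25 nM final met compounds first, then biotinylated RON2 peptide at 25 nM; detection used donor plus acceptor beads, 10 µg/mL apiece, read by AlphaScreen after 30 min at room temperature.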
* hit, by the source's call; ? = inconclusive; . = no result given; [ ] = another dose, or the depositor's remark. Unless noted, the call rests on the fitted dose curve; in most records, active means well fitted curve in the direction sought with a large enough effect; inconclusive means small, poorly fitted or top-dose-only effect, or another doubt; inactive means no such curve, though single readings can be large; an effect the other way counts as inactive or inconclusive. Unless noted, on the % scale 0 is the no-effect control and ±100 the full control effect.

Field names – A = AmpC detergent; B = AmpC no deterg; C = HCMV antiviral; D = Sm TGR block; E = LmPK inhibitor; F = Tb PYK inh; G = AMA1-RON2 inh
CCOc1ccc(C2NC(=O)C(C#N)=C(S)N2c2ccc(C)cc2)cc1OC (stereo not drawn)
  A: ? | B: -25% | C: 22 | D: 6% | E: 5% | F: 0% | G: -16%
Cc1ccccc1S(=O)(=O)Oc1ccc2ccc(O)cc2c1
  A: ? | B: -34% | C: 13 | D: -7% | E: 12% | F: -2% | G: -3%
N/C(=N\OC(=O)Cc1ccc(Cl)cc1)c1ccccn1
  A: -12% | B: -14% | C: 64 | D: 10% | E: -13% | F: -10% | G: 18%
COc1ccc(C(=O)CC(=O)C(=O)Nc2ccccc2Cl)cc1
  A: -14% | B: -28% | C: 11 | D: -8% | E: 6% | F: -4% | G: 71%[activator]
Cc1ccc(-c2nc(CCNC(=O)C(=O)Nc3ccc(C)c(C)c3)cs2)cc1
  A: 4% | B: . | C: 89 | D: 2% | E: . | F: 0% | G: .
O=C(Nc1ccccc1F)c1cc(-c2ccco2)nc2ccccc12
  A: . | B: . | C: -36 | D: . | E: . | F: -5% | G: -24%
C/C(=N\OC(=O)c1ccccc1)c1cc(-c2ccc(Cl)cc2)no1
  A: -7% | B: -12% | C: 83 | D: -27% | E: 0% | F: 4% | G: -2%
CCOC(=O)c1c(NC(=O)c2ccno2)c2cc([N+](=O)[O-])ccc2n1C
  A: 1% | B: -18% | C: 22 | D: 11% | E: 3% | F: 2% | G: 9%
Nn1c(Cc2cccc3ccccc23)n[nH]c1=S
  A: 8% | B: -18% | C: 16 | D: 9% | E: 9% | F: ? | G: 120%[activator]
S=C(Nc1ccc(Cl)cc1Cl)NC1CCN(Cc2ccccc2)CC1
  A: -10% | B: -14% | C: ? | D: -15% | E: 0% | F: -6% | G: -9%
COc1ccccc1CNC(=O)c1ccc(Nc2nc3ccccc3n3nnnc23)cc1
  A: ? | B: . | C: -10 | D: 0% | E: . | F: 1% | G: .
CC1C(=O)N(Cc2cn(CCC3OCCO3)nn2)CCS(=O)(=O)N1Cc1ccc(-c2ccc(Cl)cc2)cc1 (stereo not drawn)
  A: . | B: . | C: -30 | D: . | E: . | F: -3% | G: 0%
Cc1ccc(CNC(=O)Nc2cccc(C)c2)cc1
  A: 8% | B: -20% | C: 47 | D: 2% | E: 2% | F: 6% | G: 12%
CCCN(C(=O)CCCSc1nc2ccccc2[nH]1)c1c(N)n(Cc2ccccc2)c(=O)[nH]c1=O
  A: -5% | B: 41% | C: ? | D: 1% | E: . | F: -1% | G: -5%
COc1ccc(-c2onc(C)c2C)cc1S(=O)(=O)NCc1ccco1
  A: 1% | B: . | C: 21 | D: -20% | E: . | F: 2% | G: .
CC1(C)CC(=O)C=C(c2ccc(COC(=O)c3cccc(C(F)(F)F)c3)cc2)C1=O
  A: . | B: . | C: -6 | D: . | E: . | F: -2% | G: -14%
COc1ccc(NC(=O)CS(=O)(=O)Cc2nc(-c3ccc(C)cc3)oc2C)cc1
  A: -1% | B: -4% | C: -29 | D: -33% | E: 6% | F: 0% | G: -2%
CCOc1ccc(NC(=O)CN(C)C(=O)CN2C(=O)NC3(CCCC3)C2=O)cc1OCC
  A: ? | B: 3% | C: -18 | D: 1% | E: . | F: 3% | G: 6%
CCN1C[C@@H]2[C@@H]3C(=O)N(Cc4ccccc4)C(=O)[C@@H]3[C@](C)(C1=O)N2C(=O)c1ccc(C(C)(C)C)cc1
  A: . | B: . | C: -5 | D: . | E: . | F: 3% | G: -2%
COC(=O)C1CCN(C(=O)COC(=O)COc2ccc(C#N)cc2)CC1
  A: 1% | B: -11% | C: -6 | D: 1% | E: 2% | F: -10% | G: 1%
N#CCc1nc(C(c2ccccc2)c2ccccc2)no1
  A: -6% | B: 18µM* | C: ? | D: -7% | E: 12% | F: 2% | G: 7%
Cc1c(N2C(=O)CS/C2=N\N=C\c2ccccc2O)c(=O)n(-c2ccccc2)n1C
  A: -10% | B: 16% | C: 39 | D: 10% | E: 5% | F: -4% | G: 26%
OCC[C@H]1C[C@@H](O)[C@H](O)[C@]2(Cc3ccccc3O2)O1
  A: -9% | B: -13% | C: -5 | D: -7% | E: . | F: -1% | G: -8%
Cc1cc(-n2c(C)cc(C(=O)CSc3nncn3C(C)C)c2C)no1
  A: -17% | B: 10% | C: -97* | D: -19% | E: . | F: -5% | G: 1%
O=S(=O)(c1cnccc1N1CCN(/N=C/c2ccc(Br)cc2)CC1)N1CCCCC1
  A: 2% | B: -18% | C: -6 | D: 1% | E: 3% | F: -3% | G: -4%
Cc1cccc(C(=O)NNS(=O)(=O)c2ccc(F)cc2)c1
  A: -14% | B: -20% | C: 9 | D: -4% | E: -1% | F: 0% | G: 7%
NNC(=O)c1[nH]c2ccccc2c1-c1ccccc1
  A: -10% | B: 6.3µM* | C: -95* | D: 10% | E: 6% | F: 1% | G: 77%[activator]
CCN1CCCC1CNC(=O)c1cc2ccc(OC)cc2[nH]1 (stereo not drawn)
  A: -6% | B: -18% | C: 66 | D: -26% | E: 7% | F: 12% | G: 0%
O=C(NCc1ccccc1)c1csc(-c2cccnc2)n1
  A: 2% | B: -8% | C: -39 | D: -4% | E: 0% | F: 3% | G: 14%
CC(=O)Oc1ccccc1C1C[C@]2(C)CC(=O)NC2N1C(C)=O (stereo partly drawn)
  A: -5% | B: -8% | C: 2 | D: 6% | E: 1% | F: -5% | G: -3%
COc1ccc(C(=O)C(C)OC(=O)C2CC3CCCC(C2)C3=O)cc1 (stereo not drawn)
  A: . | B: . | C: -36 | D: . | E: . | F: -3% | G: 9%
CSc1ccc(NS(=O)(=O)c2ccc(-n3cnnn3)cc2)cc1
  A: 0% | B: -17% | C: -4 | D: -13% | E: -13% | F: -4% | G: 5%
C=CCN(CC=C)C(=O)C(=O)c1ccn(-c2c(C)csc2C(=O)OC)c1
  A: -11% | B: 7% | C: 84 | D: 2% | E: 3% | F: -1% | G: 0%
O=C1NC(=O)C(CCc2ccncc2)(CCc2ccncc2)C(=O)N1Cc1ccc(F)cc1
  A: 1% | B: -22% | C: -21 | D: -12% | E: -1% | F: -10% | G: -17%
CC[n+]1ccccc1/C=C/c1ccc(N(C)C)cc1
  A: -9% | B: -15% | C: -86* | D: 2% | E: 3% | F: 2% | G: 0%
COc1ccc(-c2coc3c(C(=O)Nc4ccc(OC)nc4)cccc23)c(C)c1
  A: . | B: . | C: -32 | D: . | E: . | F: 8% | G: -23%
O=C(O)c1ccccc1C(=O)c1ccc(F)c(F)c1
  A: . | B: . | C: 12 | D: . | E: . | F: -4% | G: 10%
C/C(Cc1ccccc1)=N\NC(=O)CNC(=O)c1cccc(Br)c1
  A: -1% | B: -43% | C: 3 | D: 4% | E: -4% | F: 0% | G: 35%[activator]
COC(=O)/C=C/c1ccc(OC(=O)OC)c(OC(=O)OC)c1
  A: ? | B: -4% | C: 20 | D: -13% | E: -3% | F: -16% | G: -1%[11.6 µM]
O=C(Nc1ccc2c(c1)CCC2)C1CCN(c2ncccn2)CC1
  A: 1% | B: -5% | C: ? | D: 4% | E: 1% | F: 0% | G: 1%
CCOC(=O)c1sc(NC(=O)COc2ccccc2Cl)c(C(=O)OCC)c1C
  A: 4% | B: . | C: 5 | D: 6% | E: . | F: 5% | G: .
Cc1ccc2sc3ccc(NC(=O)c4ccccc4Cl)cc3c(=O)c2c1
  A: 3% | B: -34% | C: -89* | D: 19% | E: 1% | F: -24% | G: 12%
O=S(=O)(c1ccccc1)N1CCN(CCc2ccccc2)CC1
  A: 3% | B: 14% | C: -17 | D: 17% | E: -3% | F: -4% | G: -4%
CN1C2CCC1CC(NS(=O)(=O)c1cccc(C(F)(F)F)c1)C2 (stereo not drawn)
  A: ? | B: 0% | C: 2 | D: 4% | E: -2% | F: 3% | G: -1%
COc1ccccc1C1/C(=C(/O)c2ccccc2)C(=O)C(=O)N1CC(C)O (stereo not drawn)
  A: -3% | B: -10% | C: -19 | D: 2% | E: -1% | F: 0% | G: 10%
CCCS(=O)(=O)N1CC(=O)N(c2cccc(Cl)c2C)C(C)(C(=O)NC2CCCC2)C1 (stereo not drawn)
  A: -5% | B: . | C: 0 | D: -1% | E: . | F: 1%[15.4 µM] | G: .
COc1cc(CN2CCN(C(=O)c3cccc4ccccc34)CC2)cc(OC)c1O
  A: -10% | B: 12% | C: 0 | D: 6.3µM* | E: -7% | F: -7% | G: -7%
CN(C)CCNc1nc(Oc2ccccc2)c2sccc2n1
  A: . | B: . | C: -26 | D: . | E: . | F: -9% | G: 1%
CSCC(C)N1CCC(CCC(=O)NC2CC2)CC1 (stereo not drawn)
  A: 7% | B: -12% | C: 0 | D: -5% | E: 1% | F: -10% | G: 0%
COc1cc(OC)cc(N2C(=O)CSCC2=O)c1
  A: -2% | B: -14% | C: 43 | D: -8% | E: -2% | F: -3% | G: -8%
COc1cc(C(=O)NCc2nnnn2-c2ccc(C)c(C)c2)cc(OC)c1OC
  A: 16% | B: . | C: 141 | D: 6% | E: . | F: -11% | G: .

Screening data as filed in PubChem BioAssay.
